Pin1 inhibitor: qHTS Assay to Find Inhibitors of Pin1; 390,000 compounds, 0.009% hits; Potency, µM (highest dose often 115 µM), inactives show at the highest dose activity, negative = inhibition, most hits filed as inhibitors; Peptidyl-prolyl cis-trans isomerase NIMA-interacting 1 (Homo sapiens), Q13526; Pin1 FP peptide displacement, HiFluor488, 10 min; active = well fitted inhibition curve with a large enough effect in the polarisation, with a control signal flat, not every such curve was filed as active; inconclusive = small, poorly fitted or top-dose-only effect, or effect the other way, or a change in a side signal; inactive = no such curve, though single readings can be large or run the other way; the % refers to the polarisation; also: % is scaled to controls: 0 for no effect and ±100 for the full control effect
Tb PGK inh: qHTS Assay to Find Inhibitors of Phosphoglycerate Kinase; PGK/GAPDH coupled, Kinase-Glo luminescence, 60 min; AID 602233, 2012; Potency, µM (highest dose often 57.5 µM), without a hit: top-dose activity change, negative = inhibition, actives largely listed as inhibitors; 380,000 compounds, 0.043% hits; Phosphoglycerate kinase, glycosomal (Trypanosoma brucei brucei), P07378; also: % is scaled to controls: 0 for no effect and ±100 for the full control effect; nearly all actives have a fitted effect of over 60% in size
Target sequence (P07378 whole entry, looked up): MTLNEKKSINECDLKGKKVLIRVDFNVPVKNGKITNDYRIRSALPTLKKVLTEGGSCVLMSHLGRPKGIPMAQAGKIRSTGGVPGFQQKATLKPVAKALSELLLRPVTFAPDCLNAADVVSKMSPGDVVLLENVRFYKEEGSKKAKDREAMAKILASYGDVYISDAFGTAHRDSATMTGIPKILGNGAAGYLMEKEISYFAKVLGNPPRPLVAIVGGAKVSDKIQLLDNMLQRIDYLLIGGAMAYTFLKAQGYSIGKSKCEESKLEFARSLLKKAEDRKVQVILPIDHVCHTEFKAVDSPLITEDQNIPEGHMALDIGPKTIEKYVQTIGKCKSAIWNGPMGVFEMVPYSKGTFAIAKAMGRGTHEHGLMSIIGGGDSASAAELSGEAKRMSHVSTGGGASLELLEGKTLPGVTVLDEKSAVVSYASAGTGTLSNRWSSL
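Recombinant glycosomal PGK reaction used 1,3-bisphosphoglycerate generated in-well by GAPDH (100nM final) in 100mM TEA pH 7.6, 5mM MgCl2, 0.01% Tween-20. After 60 minutes at room temperature, ATP was read by Kinase-Glo Plus luminescence end-point.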
BAZ2B block: qHTS Assay for Inhibitors of BAZ2B | Bromodomain adjacent to zinc finger domain protein 2B (Homo sapiens), Q9UIF8 | AlphaScreen BAZ2B-H3K14Ac peptide displacement | Potency, µM (titrated, usually from 114 µM), without a hit: top-dose activity change, negative = inhibition, hits mostly inhibitors | 360,000 compounds, 4.4% hits; also: % is scaled to controls: 0 for no effect and ±100 for the full control effect; nearly all actives have a fitted effect of over 60% in size
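AlphaScreen displacement of biotin-H3(5-23)K14Ac peptide (50 nM final) from BAZ2B (50 nM final) in PBS pH 7.4, 0.01% Tween-20; complex preformed 30 min RT, then compounds (top 110 uM) 30 min RT, beads 20 min dark.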
Pol iota inh: qHTS for Inhibitors of Polymerase Iota. AID 588590, 2011. DNA polymerase iota (Homo sapiens), Q9UNA4. 390,000 compounds, 1% hits. Potency, µM (highest dose often 115 µM), inactives show at the top dose activity, negative = inhibition, usual class: inhibitors. Pol iota fluorescent replication assay, 10 min
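Fluorescent replication assay read twice, at 0 min and 10 min after adding 50 nM (final) substrate. Enzyme (10 nM) and compounds were first incubated 15 min at room temperature; enzyme-free buffer wells were negative controls.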
G9a inh: qHTS Assay for Inhibitors of Histone Lysine Methyltransferase G9a; G9a H3K9 monomethylation, AlphaScreen, 2 h; 350,000 compounds, 8.8% hits; Histone-lysine N-methyltransferase EHMT2 (Homo sapiens), Q96KQ7; Potency, µM (highest dose often 102 µM), for inactives: top-dose activity, negative = inhibition, hits mostly inhibitors; AID 504332, 2011; also: % is scaled to controls: 0 for no effect and ±100 for the full control effect; nearly all actives have a fitted effect of over 75% in size
Target sequence (Q96KQ7 913-1193 limits assumed): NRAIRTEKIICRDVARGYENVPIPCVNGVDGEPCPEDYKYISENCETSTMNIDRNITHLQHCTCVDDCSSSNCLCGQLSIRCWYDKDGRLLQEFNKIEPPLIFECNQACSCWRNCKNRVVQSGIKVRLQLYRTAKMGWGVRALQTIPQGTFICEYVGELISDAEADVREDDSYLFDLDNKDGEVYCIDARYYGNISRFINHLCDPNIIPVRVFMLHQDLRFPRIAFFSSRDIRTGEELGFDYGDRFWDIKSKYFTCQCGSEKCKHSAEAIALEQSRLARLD
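Chemiluminescent proximity detection of H3K9 monomethylation, read after 10 min bead incubation in the dark. Reaction: 20 nM G9a, 500 nM biotin-H3K9 peptide, 20 uM SAM cofactor, 2 h, room temperature, following 15 min enzyme-compound preincubation.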
HP1b chromo inh: HTS for Inhibitors of HP1-beta Chromodomain Interactions with Methylated Histone Tails. 390,000 compounds, 0.56% hits. AlphaScreen HP1-beta / biotin-H3K9me3 peptide binding. AID 540317, 2011. Potency, µM (doses to about 114 µM), for the others: at the highest dose activity change, negative = inhibition, hits mostly inhibitors; also: nearly all actives have a fitted effect of over 70% in size; inactives centre near 23
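HP1-beta protein (50 nM final) preincubated 30 min at room temperature with biotinylated H3(1-18)K9me3 peptide (50 nM) in PBS pH 7.4, 0.01% Tween-20, then compound added for 30 min. AlphaScreen streptavidin donor/nickel chelate acceptor beads (10 ug/mL final), 30 min dark, luminescence read.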
JMJD2A Tudor inh: qHTS Assay for Inhibitors of JMJD2A-Tudor Domain | Lysine-specific demethylase 4A (Homo sapiens), O75164 | 390,000 compounds, 4.4% hits | Potency, µM (titrated, usually from 114 µM), for inactives: at the top dose activity change, negative = inhibition, hits mostly inhibitors | AlphaScreen JMJD2A-Tudor / H3K4me3 peptide binding | AID 504339, 2011; also: % is scaled to controls: 0 for no effect and ±100 for the full control effect; nearly all actives have a fitted effect of over 50% in size
BLM helicase inh: qHTS Assay for Inhibitors of Bloom's syndrome helicase (BLM); recombinant BLM DNA unwinding, fluorescence dequenching; Potency, µM (series often up to 56.1 µM), without a hit: at the top dose activity change, negative = inhibition, hits mostly inhibitors; 350,000 compounds, 0.2% hits;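 also: plate controls were vehicle for no effect and no enzyme for full effect; nearly all actives have a fitted effect of over 35% in size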
GLS inhibitor: qHTS for Inhibitors of Glutaminase (GLS); GLS enzymatic activity, qHTS titration; Potency, µM (top dose mostly 45.5 µM), inactives show top-dose activity change, negative = inhibition, most hits filed as inhibitors; 410,000 compounds, 0.21% hits; also: % is scaled to controls: 0 for no effect and ±100 for the full control effect
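Enzyme dispensed in phosphate buffer (45 mM, pH 8.2, 0.02% Tween-20), compounds pinned in, then 1 mM L-glutamine solution and the glutamate oxidase–HRP–Amplex Red mix added; fluorescence read immediately and again after 30 min at room temperature.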
* hit, by the source's call; i = inactive; ? = inconclusive; · = not tested or not shown; & = joins results of further samples; [ ] = another dose, or the depositor's remark. Unless noted, calls follow the shape of the dose curve; as a rule, active = well fitted curve in the direction sought with a large enough effect; inconclusive = small, poorly fitted or top-dose-only effect, or another doubt; inactive = no such curve, though single readings can be large; an effect the other way counts as inactive or inconclusive. Potency is read from the fitted curve at half-maximal effect. A portion of the library. The share of hits here may be higher or lower than overall.

SMILES	BAZ2B block	BLM helicase inh	GLS inhibitor	Pol iota inh	G9a inh	Pin1 inhibitor	JMJD2A Tudor inh	HP1b chromo inh	Tb PGK inh
O=C(Cn1ncc2c(=O)oc3ccccc3c21)N1CCc2ccccc2C1	2%	-2%	1%	44%[activator]	-12%[59 µM]	1%	-13%	16%	-8%
Nc1cc2ccccc2oc1=O	-6%	-1%	27%	-1%	10%	-7%	-8%	16%	0%
COC(=O)c1ncn(C2OC(COC(C)=O)C(OC(C)=O)C2OC(C)=O)n1 (stereo unspecified)	7%	-2%	-2%	-8%	9%[59 µM]	7%	-6%	35%	6%
CC(C)(C)c1cc(NC(=O)CCl)n(-c2ccccc2)n1	8%	-2%	0%	19%	7%[12.7 µM]	-9%	-21%	36%	-5%
CCC(Sc1nnc(-c2ccc(C)c(Cl)c2)n1CC)C(=O)Nc1nccs1 (stereo unspecified)	3%	-7%	-1%	6%	?	?	89µM*	41%[activator]	-6%
CCOc1ccc(C2Sc3ccccc3NC3=C2C(=O)OC3)cc1 (stereo unspecified)	2%	-8%	-3%	?	7%[59 µM]	?	-27%	-9%	-9%
CC1=CC(=O)C(C(C)=Nc2cccc(Cl)c2)C(=O)O1 (stereo unspecified)	·	·	-3%	3%	·	-10%	0%	22%[57 µM]	i
CCn1c(SCC(=O)N/N=C(\C)c2ccco2)nnc1-c1ccccc1	-18%	1%	-3%	13%	-1%	2%	-17%	39%[activator]	-1%
CCOc1ccc(S(=O)(=O)N2CCCCCC2)cc1	18%	-3%	2%	0%	27%[12.7 µM]	-5%	8%	34%	2%
Cc1cc(NC(=O)c2ccc(N(C)S(=O)(=O)c3ccccc3)cc2)no1	1%	-1%	-1%	6%	11%[59 µM]	3%	-10%	65%[activator]	i
Cc1ccccc1NC(=S)NNC(=O)c1cccc(Br)c1	-8%	-3%	-2%	140%[activator]	-38%	-15%	-2%[57.1 µM]	1%	-2%
CCCCOCCCNCc1cccn1CCN1CCOCC1	-36%	0%	6%	128%[activator]	?	1%	7.9µM*	-24%	-2%
CCN(CC)S(=O)(=O)c1ccc(S(=O)(=O)Nc2ccc(C(=O)N3CCCC3)cc2)cc1	-24%	0%	9%	4%	-26%[12.7 µM]	?	-14%	23%	-2%
CC(=O)Nc1cccc(O)c1	7%	-2%	27%&92%	0%	-2%[0.501 µM]	2%	-10%	66%[activator]	-7%
O=C(O)c1ccc2cccc(Cl)c2c1O	?	-5%	20%	?	-50%[12.7 µM]	-1%	-27%[11.4 µM]	50%[activator]	-1%
CCOC(=O)N/N=C/C=C/c1ccccc1[N+](=O)[O-]	3%	1%	3%	79%[activator]	-9%	4%	?	-14%	-11%
CC1=C(c2ccccc2)C=NNCC1=O	·	·	5%	-7%	·	-4%	-28%	22%[57 µM]	-9%
Cc1cc(=O)oc2c(C)c(OC(C)C(=O)NC(Cc3c[nH]c4ccc(O)cc34)C(=O)O)ccc12 (stereo unspecified)	-37%	-1%	?	?	-15%	0%	-15%	20%	-4%
CCOc1ccc(CN2CCN(Cc3cn(CC)nc3C)CC2CCO)cc1 (stereo unspecified)	-8%	-3%	6%	17%	7%	3%	12%	21%	7%
Brc1ccc(Oc2ncc(CN3CCOCC3)s2)cc1	-2%	1%	·	-3%	·	1%	13%	36%	-5%
CNC(=O)NC(=O)COC(=O)c1n[nH]c2ccccc12	-6%	-1%	-3%	50%[activator]	-4%	0%	0%	17%	3%
CC(O)(Cc1cccnc1)c1cccs1 (stereo unspecified)	·	·	2%	15%	·	-7%	-18%	26%	-1%
COc1ccc(NS(=O)(=O)c2cc(NC(=O)C3=NN(c4ccccc4)C(=O)CC3)ccc2OC)cc1	·	·	3%	-13%	·	1%	-25%	12%	-4%

An excerpt of these results, with two lines to a compound.
Second line of a record – BAZ2B block	BLM helicase inh	GLS inhibitor	Pol iota inh	G9a inh	Pin1 inhibitor	JMJD2A Tudor inh	HP1b chromo inh	Tb PGK inh
Cc1ccccc1NC(=S)NNC(=O)c1cccc(Br)c1
  -8%	-3%	-2%	140%[activator]	-38%	-15%	-2%[57.1 µM]	1%	-2%
CC1=C(c2ccccc2)C=NNCC1=O
  ·	·	5%	-7%	·	-4%	-28%	22%[57 µM]	-9%

Ordered by number of heavy atoms (ascending): 10 of the compounds above
SMILES	BAZ2B block	BLM helicase inh	GLS inhibitor	Pol iota inh	G9a inh	Pin1 inhibitor	JMJD2A Tudor inh	HP1b chromo inh	Tb PGK inh
CC(=O)Nc1cccc(O)c1	7%	-2%	27%&92%	0%	-2%[0.501 µM]	2%	-10%	66%[activator]	-7%
Nc1cc2ccccc2oc1=O	-6%	-1%	27%	-1%	10%	-7%	-8%	16%	0%
CC(O)(Cc1cccnc1)c1cccs1 (stereo unspecified)	·	·	2%	15%	·	-7%	-18%	26%	-1%
CCOC(=O)N/N=C/C=C/c1ccccc1[N+](=O)[O-]	3%	1%	3%	79%[activator]	-9%	4%	?	-14%	-11%
Brc1ccc(Oc2ncc(CN3CCOCC3)s2)cc1	-2%	1%	·	-3%	·	1%	13%	36%	-5%
CCOc1ccc(C2Sc3ccccc3NC3=C2C(=O)OC3)cc1 (stereo unspecified)	2%	-8%	-3%	?	7%[59 µM]	?	-27%	-9%	-9%
CCn1c(SCC(=O)N/N=C(\C)c2ccco2)nnc1-c1ccccc1	-18%	1%	-3%	13%	-1%	2%	-17%	39%[activator]	-1%
O=C(Cn1ncc2c(=O)oc3ccccc3c21)N1CCc2ccccc2C1	2%	-2%	1%	44%[activator]	-12%[59 µM]	1%	-13%	16%	-8%
CCOc1ccc(CN2CCN(Cc3cn(CC)nc3C)CC2CCO)cc1 (stereo unspecified)	-8%	-3%	6%	17%	7%	3%	12%	21%	7%
Cc1cc(=O)oc2c(C)c(OC(C)C(=O)NC(Cc3c[nH]c4ccc(O)cc34)C(=O)O)ccc12 (stereo unspecified)	-37%	-1%	?	?	-15%	0%	-15%	20%	-4%

High-throughput results: PubChem BioAssay, National Center for Advancing Translational Sciences (NCATS)
